B2AR arrestin = agonists driving beta-arrestin recruitment to human beta2-adrenergic receptor; Potency, µM (titrated, usually from 46.1 µM), for the others: top-dose activation, usual class: activators; 0.02% of 330,000 active; P07550; beta-arrestin recruitment to beta2AR, cell-based reporter;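 also: potency is read from the fitted curve at half-maximal effect; 0% = DMSO controls and full agonism = EC100 isoproterenol or metaproterenol; nearly all actives have a fitted effect of over 65% in size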
BCR signal inh = inhibitors of chronic active B-cell receptor signaling; ABC-DLBCL IkBa-CBG/CBR reporter, luminescence ratio, 4 h; Potency, µM (doses to about 46.1 µM), without a hit: at the top dose ratio change, negative = lower green/red ratio, usual class: inhibitors; 0.05% of 340,000 active; active = well fitted inhibition curve with a large enough effect in the signal ratio, with a control signal flat, not every such curve was filed as active; inconclusive = small, poorly fitted or top-dose-only effect, or effect the other way, or a change in a side signal; the % refers to the signal ratio;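 also: potency is read from the fitted curve at half-maximal effect; plate controls were basal doxycycline-induced cells for no effect and cells given 10 µM MG132 for full effect; MG132 reads +100%, hits lower the ratio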
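Cell line TMD8 (human ABC DLBCL), stably expressing tet-inducible CBG68-IkBa fusion and CBR; IMDM/0.5% FBS; cpd up to 46 uM; dox induction, 4 h, 37C/5% CO2; dual luminescence; green/red ratio; MG132 control.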
USP2a inh = USP2a (human) protease inhibition; Potency, µM (series often up to 38.3 µM), inactives show at the highest dose activity change, negative = inhibition, hits mostly inhibitors; AID 463254; USP2 core, Ub-CHOP2 coupled fluorogenic reporter, 485/531; 0.01% of 330,000 active;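 also: potency is read from the fitted curve at half-maximal effect; plate controls were DMSO wells for no effect and full inhibition by NEM control for full effect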
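Cell-free coupled assay: 10nM USP2 core preincubated 30min RT with compound in Tris-HCl pH 8.0/CaCl2/CHAPS buffer, then 25nM Ub-CHOP2 and 25nM reporter substrate; fluorescence (Ex 485/Em 531) read after 60min RT, normalized to NEM inhibition, concentration-response curves fitted.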
Giardia killer = Giardia lamblia killing; Giardia lamblia trophozoite viability; activity change, % at 7.66 µM, hits read low; AID 540267; 0.15% of 340,000 active; in the data active = activity change below about -80%; inconclusive = between about -30% and that limit;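 also: parasites exposed to compound for two days anaerobically before the ATP read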
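Viability, read as ATP luminescence: trophozoites at 100 cells/well, compound added, 48 hrs anaerobic at 37 deg C, then 15-30 min room-temperature development before reading.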
PKM2 act = PKM2 (human) enzyme activation. Potency, µM (titrated, usually from 57.5 µM), without a hit: top-dose activation, actives largely listed as activators. P14618. 0.34% of 260,000 active. purified PKM2, Kinase-Glo ATP luminescence, activation; response scale: 0% is enzyme alone, no compound; also: potency is read from the fitted curve at half-maximal effect; nearly all actives have a fitted effect of over 55% in size
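hPK-M2, >95% pure; 0.1 mM ADP / 0.5 mM PEP final; imidazole pH7.2 buffer w/ 7 mM MgCl2, 50 mM KCl; 1 h RT; Kinase-Glo lum. Intermediate enzyme activity for dual inhibitor/activator qHTS.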
GALK inh = galactokinase (human) inhibition; Purified GALK, Kinase-Glo residual ATP luminescence; P51570; 0.007% of 270,000 active; Potency, µM (titrated, usually from 57.5 µM), without a hit: top-dose activity change, negative = inhibition, most hits filed as inhibitors; AID 1868; also: potency is read from the fitted curve at half-maximal effect
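Quantitative HTS: GALK 5 nM, ATP 35 uM, galactose 100 uM, 1 h room temperature, then luciferase-based ATP detection.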
uPA generation = blocks generation of uPA at the cell surface. Potency, µM (doses to about 38.3 µM), inactives show top-dose activity change, negative = inhibition, most hits filed as inhibitors. cell surface uPA generation assay, qHTS. 0.31% of 330,000 active. AID 540303; active = well fitted inhibition curve with a large enough effect; inconclusive = small, poorly fitted or top-dose-only effect; inactive = no such curve, though single readings can be large or run the other way; tested in mouse RAW 264.7 cells; also: potency is read from the fitted curve at half-maximal effect; nearly all actives have a fitted effect of over 55% in size
FBPA coupling cs = counter-screen for Giardia aldolase inhibitors: coupling enzyme system; coupling enzyme system counterscreen, AmpLite Red fluorescence; activity change, negative = inhibition, % at 58.2 µM, hits read low; 0.67% of 290,000 active; AID 2472; in the data active = activity change below about -30%
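First, compound is pin-transferred into glyceraldehyde-3-phosphate coupling-enzyme reagent at 57.5 uM final and held 10 min at RT. Next, substrate, coupling system and AmpLite Red are added. After 20 min RT, fluorescence (525/598 nm) is read.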
hERG WT inh = blocks the wildtype human KCNH2 potassium channel | Q12809 | U2OS, BacMam KCNH2, thallium flux FluxOr; stronger effect = lower value | activity change, % at 1.84 µM | 0.37% of 340,000 active | AID 720551;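 active = maximum activity change below -70%; inconclusive = maximum activity change between -70% and -50%; inactive = maximum activity change above -50%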
Target sequence (Q12809 whole entry, looked up): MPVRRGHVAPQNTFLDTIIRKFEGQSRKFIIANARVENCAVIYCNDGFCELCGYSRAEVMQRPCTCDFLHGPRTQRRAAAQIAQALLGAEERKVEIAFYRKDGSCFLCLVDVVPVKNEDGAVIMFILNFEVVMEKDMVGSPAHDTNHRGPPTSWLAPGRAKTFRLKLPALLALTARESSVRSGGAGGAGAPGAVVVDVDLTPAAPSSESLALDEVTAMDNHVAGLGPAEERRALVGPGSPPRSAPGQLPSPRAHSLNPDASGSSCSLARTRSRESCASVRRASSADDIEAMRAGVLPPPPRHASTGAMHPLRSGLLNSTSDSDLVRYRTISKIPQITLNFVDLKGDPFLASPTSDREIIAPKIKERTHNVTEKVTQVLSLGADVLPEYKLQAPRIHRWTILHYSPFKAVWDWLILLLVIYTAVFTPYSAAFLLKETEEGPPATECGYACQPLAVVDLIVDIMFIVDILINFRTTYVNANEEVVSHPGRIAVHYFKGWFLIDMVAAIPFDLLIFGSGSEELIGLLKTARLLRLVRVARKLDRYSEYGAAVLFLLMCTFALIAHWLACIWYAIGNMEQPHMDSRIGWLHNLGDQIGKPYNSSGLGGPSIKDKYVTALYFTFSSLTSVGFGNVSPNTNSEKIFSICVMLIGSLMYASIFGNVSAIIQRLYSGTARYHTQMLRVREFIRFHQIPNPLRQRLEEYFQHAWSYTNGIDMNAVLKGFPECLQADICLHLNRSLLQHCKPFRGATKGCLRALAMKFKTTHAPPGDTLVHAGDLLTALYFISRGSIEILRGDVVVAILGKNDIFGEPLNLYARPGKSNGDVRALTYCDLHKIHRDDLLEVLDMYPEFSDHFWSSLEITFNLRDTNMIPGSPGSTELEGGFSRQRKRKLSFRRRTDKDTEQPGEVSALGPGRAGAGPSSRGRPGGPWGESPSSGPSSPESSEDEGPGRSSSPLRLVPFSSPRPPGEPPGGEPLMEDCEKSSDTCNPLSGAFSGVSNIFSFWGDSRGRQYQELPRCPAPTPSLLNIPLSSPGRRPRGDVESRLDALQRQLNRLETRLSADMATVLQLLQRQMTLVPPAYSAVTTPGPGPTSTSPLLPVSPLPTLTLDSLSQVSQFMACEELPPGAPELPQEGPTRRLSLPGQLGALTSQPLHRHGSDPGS
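U2OS cells transduced with wild-type KCNH2 virus are loaded with FluxOr dye for 45 min, and thallium flux is measured in kinetic reads before and after stimulation buffer. Rate constants are normalized to DMSO controls.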
KCNH2 3.1 inh = inhibitors of human KCNH2 3.1 potassium channel isoform; 0.95% of 340,000 active; U2OS KCNH2 3.1, thallium flux FluxOr; stronger effect = lower value; activity change, % (tested at about 1.8 µM);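 active = maximum activity change below -70%; inconclusive = maximum activity change from -70% to -50%; inactive = maximum activity change above -50%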;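 also: thallium influx rate constant from kinetic fluorescence after stimulation buffer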
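U2OS cells transduced with KCNH2 3.1 mutant virus (1.77 x 10^8 /mL, 4 h), plated overnight at 37 C, loaded 45 min with FluxOr dye plus Red40 quencher. Thallium flux rate constant from kinetic reads after stimulation buffer, normalised to controls.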
Eya2 phos inh = inhibitors of human Eya2 phosphatase activity. O00167. recombinant Eya2, OMFP fluorescence dephosphorylation (OMFP is methylfluorescein phosphate). Potency, µM (doses to about 76.9 µM), for inactives: at the top dose activity, negative = inhibition, actives largely listed as inhibitors. 0.006% of 330,000 active. AID 488837; also: potency is read from the fitted curve at half-maximal effect
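Eya2 protein (added as 0.2 uM solution) was preincubated with compound for 10 min at ambient temperature in 50 mM HEPES pH 7.5, 50 mM NaCl, 5 uM MgCl2, 0.05% BSA, 1 mM DTT. OMFP (added at 50 uM) then reacted 10 min; fluorescence read at 485/525 nm.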
An asterisk follows results filed as active; u = inconclusive; x = not tested or not shown; [ ] = another dose, or the depositor's remark. Unless noted, calls follow the shape of the dose curve; as a rule, active = well fitted curve in the direction sought with a large enough effect; inconclusive = small, poorly fitted or top-dose-only effect, or another doubt; inactive = no such curve, though single readings can be large; an effect the other way counts as inactive or inconclusive. Unless noted, % is scaled to controls: 0 for no effect and ±100 for the full control effect.

cpd	canonical_smiles	B2AR arrestin	BCR signal inh	USP2a inh	Giardia killer	PKM2 act	GALK inh
1	COc1cccc(Nc2c(F)c(F)c(F)c(F)c2C(=O)O)c1	-0.2%	19%	2%	0	3%	0%
2	O=C(Nc1ccn(Cc2ccc(F)cc2)n1)c1ccncc1	0.1%	2%	1%	-13	2%	3%
3	CC(=O)Nc1ccc(NC(=O)c2ccc(COc3ccccc3)cc2)cc1	0.4%	6%	1%	u	-5%	4%
4	O=S(=O)(NCC1CCCN(Cc2ccccc2O)C1)c1cccc2cccnc12 (stereo unspecified)	-0.5%	3%	2%	-9	0%	0%
5	O=S(=O)(/N=C(\Sc1ccc(Cl)cc1)c1ccccc1)c1ccccc1	0.3%	-18%	0%	-12	1%	3%
6	Cn1c(=O)n(C)c2cc([N+](=O)[O-])c(N3CCN(C(=O)c4cccc(Cl)c4)CC3)cc21	-0.5%	13%	-2%	-13	6%	-2%
7	O=C(Nc1ccc(F)c(Cl)c1)N1CCCCCC1	0.5%	-3%	0%	1	-8%	-6%
8	O=C(CNC(=O)c1ccco1)NNC(=O)c1cccc(Cl)c1	0.2%	4%	6%	0	x	x
9	CCC(Sc1nc2cc3c(cc2c(=O)n1Cc1ccco1)OCO3)C(=O)Nc1cccc(OC)c1 (stereo unspecified)	0.3%	3%	0%	-6	1%	-1%
10	Cn1nc(-c2ccccc2)cc1NC(=O)c1ccccc1	0.0%	0%	-6%	0	x	3%
11	CC(=O)Nc1ccc(C(=O)Nc2ccncc2)cc1	-1.8%	2%	1%	9	0%	5%
12	Cc1ccc(N2C(=O)C(O)(C(F)(F)F)C3=C2CC(C)(C)CC3=O)cc1 (stereo unspecified)	-0.1%	0%	2%	16	1%	0%
13	CC1CCc2ccccc2N1C(=O)c1cccs1 (stereo unspecified)	0.2%	7%	-2%	-1	-9%	0%
14	COC(=O)c1cc(OC)c(OC)cc1NC(=O)c1cccnc1	0.2%	-6%	0%	x	-21%	0%
15	CSc1ccccc1C(=O)NCC1CCCO1 (stereo unspecified)	-0.2%	25%	3%	-3	3%	2%

cpd	uPA generation	FBPA coupling cs	hERG WT inh	KCNH2 3.1 inh	Eya2 phos inh
1	6%	13	-3	x	11%
2	-6%	1	-9	7	1%
3	-1%	2	-10	-18	9%
4	-4%	x	4	1	2%
5	-2%	3	1	9	u
6	-8%	0	-1	0	-2%
7	-1%	0	1	-10	5%
8	2%	x	0	2	7%
9	-2%	0	u	-87*	-3%
10	-2%	0	-5	1	14%
11	3%	1	17	-6	0%
12	-7%	3	5	1	-7%
13	3%	-4	-5	4	5%
14	x	1	x	x	-2%
15	x	6	-12	-12	2%

Brought forward from above: two entries, then new ones.
cpd	canonical_smiles	B2AR arrestin	BCR signal inh	USP2a inh	Giardia killer	PKM2 act	GALK inh
14	COC(=O)c1cc(OC)c(OC)cc1NC(=O)c1cccnc1	0.2%	-6%	0%	x	-21%	0%
15	CSc1ccccc1C(=O)NCC1CCCO1 (stereo unspecified)	-0.2%	25%	3%	-3	3%	2%
16	CNC(=O)Cn1ncc2c3ccccc3n(C)c2c1=O	-0.9%	-2%	-1%	16	x	2%
17	CCN(CC)c1ccc(/C=N/NC(=O)c2cnccn2)cc1	0.1%	u	u	-4	-12%	-1%
18	O=C(NC1CCCCC1)C(c1ccc2ncccc2c1)N(Cc1ccc2c(c1)OCO2)C(=O)c1ccc2c(c1)OCCO2 (stereo unspecified)	-1.3%	-8%	2%	-4	0%	1%
19	Cc1ccc2cc(CN(CCc3ccccc3)C(=S)NCCCN(C)C)c(=O)[nH]c2c1	-0.2%	-28%	-2%	-3	-14%	2%
20	CCOn1c(=O)c(-c2cc3ccccc3o2)[n+]([O-])c2ccccc21	-2.5%	u	0%	-10	1%	0%
21	CC1CCN(C(=S)NCCc2ccccc2)CC1	-0.3%	u	2%	-4	2%	-2%
22	COc1ccc([C@@H]2[C@@H]3C(=O)N(C(C)(C)C)C(=O)[C@@H]3[C@]3(CC(C)C)C(=O)N(c4ccc(C(F)(F)F)cc4)C(=O)N23)cc1	-0.8%	1%	0%	22	3%	x
23	COc1ccc(Br)cc1C1SCCN1S(C)(=O)=O (stereo unspecified)	-0.1%	-11%	-3%	8	-3%	-4%
24	CCOC(=O)Nc1ccc(N2CCOCC2)c(S(=O)(=O)Nc2ccc(Cl)cc2)c1	0.2%	-8%	-8%	24	x	x
25	CC(=O)c1cccc(OC(=O)c2cc(S(=O)(=O)N3CCOCC3)ccc2N2CCCC2)c1	0.1%	u	-1%	46[activator]	x	x
26	Cc1ccsc1/C=N/NC(=O)Cn1nc(C)c([N+](=O)[O-])c1C	-0.7%	-3%	1%	-18	0%	-1%
27	CCOc1ccc(-c2cc(C(=O)NCCCn3ccnc3)c3cc(Br)ccc3n2)cc1	-0.1%	u	-1%	-3	-6%	5%
28	O=C(NCCCNC(=O)c1ccc(F)cc1)c1ccc(F)cc1	-0.3%	-2%	-2%	-16	1%	3%
29	O=C(/C=C/Nc1ccccc1OC(F)(F)F)C(F)(F)F	0.2%	3%	2%	13	1%	-1%
30	Cc1sc2nc(CN3CCCC3)nc(Cl)c2c1C	1.1%	u	-1%	-3	7%	2%

cpd	uPA generation	FBPA coupling cs	hERG WT inh	KCNH2 3.1 inh	Eya2 phos inh
14	x	1	x	x	-2%
15	x	6	-12	-12	2%
16	0%	2	0	12	1%
17	-14%	3	-4	-2	-2%
18	-1%	0	0	3	-2%
19	-8%	3	-18	u	-15%
20	4%	-1	-6	-8	-19%
21	x	-7	-3	-3	1%
22	8%	-8	6	-10	-2%
23	9%	-8	8	10	-4%
24	-6%	x	5	-26	-10%
25	-5%	x	4	7	-14%
26	-2%	2	-13	-16	10%
27	-11%	x	19	-1	-1%
28	4%	2	-40	8	-1%
29	9%	3	-9	x	6%
30	-9%	0	2	-1	-3%

Single records, from the list above. Order of screens: B2AR arrestin, BCR signal inh, USP2a inh, Giardia killer, PKM2 act, GALK inh, uPA generation, FBPA coupling cs, hERG WT inh, KCNH2 3.1 inh, Eya2 phos inh
CC(=O)Nc1ccc(C(=O)Nc2ccncc2)cc1 across the screens: -1.8%, 2%, 1%, 9, 0%, 5%, 3%, 1, 17, -6, 0%
CSc1ccccc1C(=O)NCC1CCCO1 (stereo unspecified) across the screens: -0.2%, 25%, 3%, -3, 3%, 2%, x, 6, -12, -12, 2%

Remaining list, next part
cpd	canonical_smiles	B2AR arrestin	BCR signal inh	USP2a inh	Giardia killer	PKM2 act	GALK inh
31	COc1cc(/C=C2\SC(=O)NC2=O)ccc1Oc1ccc([N+](=O)[O-])cn1	0.1%	-26%	-4%	-2	-1%	3%
32	O=C(Oc1cccnc1)c1ccc([N+](=O)[O-])cc1Cl	0.1%	6%	4%	13	0%	5%
33	CCOC(=O)C(Cc1ccc(O)cc1)NC(=O)CNC(=O)C1CCCN1C(=O)OC(C)(C)C (stereo unspecified)	-1.0%	-3%	2%	-2	-2%	6%
34	C=CCn1c(=O)/c(=C2/Sc3ccccc3N2CC)s/c1=C1/C(=O)NN=C1C	-0.2%	-2%	7%	x	-4%	7%
35	Cc1ccc(C(=O)N2CCN(S(=O)(=O)c3ccc(C(C)C)cc3)CC2)s1	0.1%	9%	-2%	9	x	x
36	CCOc1ccc(S(=O)(=O)N(C)C)cc1-c1nc2c(C(C)(C)C)nn(C)c2c(=O)[nH]1	-0.3%	u	-2%	-11	0%	0%
37	CC(C)Sc1nc2c(c(=O)n1C)SC(C)C2 (stereo unspecified)	0.2%	3%	-2%	1	5%	-3%
38	Cc1nc(N2CCN(Cc3ccc4c(c3)OCO4)CC2)nc2c1C(=O)CC(c1ccco1)C2 (stereo unspecified)	0.3%	1%	1%	-9	18%	2%
39	CCN1C(=O)c2ccccc2S(=O)c2ccc(C(=O)N3CCCC3)cc21 (stereo unspecified)	-0.6%	6%	1%	2	5%	1%

cpd	uPA generation	FBPA coupling cs	hERG WT inh	KCNH2 3.1 inh	Eya2 phos inh
31	-5%	7	-4	-4	4%
32	-24%	0	12	-2	-2%
33	2%	2	13	21	-11%
34	x	1	x	x	-4%
35	-4%	x	6	-7	3%
36	-4%	0	4	0	17%
37	u	2	0	1	7%
38	x	0	6	-21	8%
39	-26%	1	3	15	5%

Screening results from PubChem.
